# AmpC inh det: Promiscuous and Specific Inhibitors of AmpC Beta-Lactamase (assay with detergent) | Potency, µM (top dose mostly 28.7 µM), for inactives: top-dose activity change, negative = inhibition | AID 584, 2007 | 0.09% of 71,000 active | purified AmpC, nitrocefin hydrolysis with detergent | P00811; active means well fitted curve in the direction sought with a large enough effect
# Target sequence (P00811 whole entry, looked up): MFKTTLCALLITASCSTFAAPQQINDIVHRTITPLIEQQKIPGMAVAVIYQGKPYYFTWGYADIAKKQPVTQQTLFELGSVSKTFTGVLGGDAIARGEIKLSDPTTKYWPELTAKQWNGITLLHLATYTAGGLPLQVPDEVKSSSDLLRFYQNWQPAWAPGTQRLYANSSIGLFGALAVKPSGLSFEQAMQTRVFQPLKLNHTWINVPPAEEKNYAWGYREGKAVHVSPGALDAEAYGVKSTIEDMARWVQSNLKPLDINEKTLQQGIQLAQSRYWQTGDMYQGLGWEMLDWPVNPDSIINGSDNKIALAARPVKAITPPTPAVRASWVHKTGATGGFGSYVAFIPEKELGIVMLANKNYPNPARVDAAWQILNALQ
#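 E. coli AmpC (5.3 nM) in 20 mM phosphate pH 7.0 with 0.01% Triton X-100, preincubated 15 min RT with compound; nitrocefin (2 uL of 800 uM stock) hydrolysis followed by 480 nm absorbance every 20 s over 4 min.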
# Numbers without * were called inactive; [ ] = dose if it differs, or a comment. On the % scale 0 is the no-effect control and ±100 the full control effect; potency means the concentration at half of the fitted maximal effect. Only part of the results is shown, so the mix of outcomes need not match the whole.
SMILES,AmpC inh det
CC(C)NC(=O)N1CCC2(CC1)CCN(C(=O)c1cnccn1)CC2,1.1%
CC(C)(C)NC(=O)CSc1nnc(-c2ccncc2)n1Cc1ccccc1,-3.0%
CC1=C(C)[N+](=O)C2CCCCC2N1[O-] (stereo not given),-2.2%
COc1ccc(NC(=O)N2CCCC3(CCN(C(=O)c4ccncc4)CC3)C2)cc1,4.5%
CCNc1cc2n(c(=O)n1)CCc1cc(OC)c(OC)cc1-2,-3.3%
CC(=NCCN1CCCCC1)c1c(O)n(Cc2ccccc2)c(=O)[nH]c1=O,15.8%
COc1ccc2nc(N3CCCC(O)C3)c(C#N)cc2c1 (stereo not given),-4.4%
CC(=O)C1=C(C)NC(=O)NC1c1cc(Br)ccc1OCC(N)=O (stereo not given),-5.1%
Cc1cc(C)cc(NC(=O)CCN2CC(C)OC(C)C2)c1 (stereo not given),-6.0%
COc1ccc(N2CCN(C3CC(=O)N(C)C3=O)CC2)cc1 (stereo not given),-2.0%
CN1CCN(c2ncc3ncc(=O)n(Cc4cccs4)c3n2)CC1,0.0%
CCCCC(CC)COCCCN (stereo not given),8.5%
COC(=O)c1ccc(CSc2nncn2C)cc1,-1.8%
COC(=O)c1ccc(NC(=O)CCN2CCN(c3ccccc3)CC2)cc1,-0.8%
COc1cc(Cc2cnc(N)nc2N)cc(OC)c1OC,-1.2%
C=CCSc1nnc(NC(=O)CSc2nc(CCC)cc(=O)[nH]2)s1,-1.2%
c1ccc(-c2onc3cc4c(cc23)OCCO4)cc1,-0.9%
COCCCNC(=O)c1ccc(CNS(=O)(=O)c2ccc(NC(C)=O)cc2)cc1,0.6%
COC(=O)c1ccccc1N(Cc1ccccc1)S(C)(=O)=O,10.0%
Nc1c(S(=O)(=O)c2cccs2)c2nc3ccccc3nc2n1Cc1ccc2c(c1)OCO2,-4.1%
NS(=O)(=O)c1ccc(CNC(=O)C2CCCCC2)cc1,-2.2%
CCN(CC)c1ccc2cc(C(=O)Nc3cccnc3N3CCOCC3)c(=O)oc2c1,-4.6%
Cc1ccc(C(=O)NCc2ccc(Cl)c(Cl)c2)o1,-2.6%
CCCCOC(=O)Nc1nc(CC(=O)OCC)cs1,4.2%
Cc1cccnc1,-0.7%
CCCCCCCCCOc1ccc2[nH]cc(CCN)c2c1,-5.6%
O=C(NCc1ccccc1)NC1(C(=O)N2CCN(c3ncccn3)CC2)CCCCC1,-2.0%
Cc1ccc(S(=O)(=O)NC(CC(=O)NCc2ccco2)c2ccco2)cc1 (stereo not given),-5.7%
CSc1nc2c(c(=O)[nH]1)C(c1cccs1)C1=C(CCCC1=O)N2 (stereo not given),-1.3%
CC1CCN(C(=O)CN(C2CCCCC2)S(C)(=O)=O)CC1,-3.5%
O=C(NCc1ccccn1)c1ccc(N2CCCC2=O)cc1,1.0%
CCOc1cccc(OCCOCCN(C)Cc2ccccc2)c1,-3.3%
CCOC(=O)CN1CC23C=CC(O2)C(C(=O)Nc2ccc(OC)cc2OC)C3C1=O (stereo not given),6.7%
COc1ccc2cc(CCNC(=O)c3c(-c4ccccc4Cl)noc3C)c(=O)[nH]c2c1,8.8%
Cc1ccc2c(C(=O)CN3CCCCC3CCO)c(C)[nH]c2c1 (stereo not given),1.7%
CCCNc1ncnc2nc[nH]c12,10.5%
CCc1ccc2[nH]c(=O)c(CN(CCCN3CCOCC3)C(=O)Nc3ccc(F)cc3)cc2c1,9.9%
C/C(NC1CCCCC1)=C(/C#N)C(=O)NCCN1CCOCC1,-6.8%
CN1CCC2(CC1)CCN(C(=O)Oc1ccccc1)CC2,-0.5%
Cc1ccc(N(CC(=O)NC2CCCCCC2)S(=O)(=O)c2c(C)nn(C)c2C)cc1,-0.9%
O=C1NCN(c2ccccc2)C12CCNCC2,-2.6%
O=C(Nc1nc2c(s1)CCCC2)C1CCCN1C(=O)c1cccs1 (stereo not given),6.2%
Cn1ccnc1SCC(=O)Nc1ccc2c(c1)COC2=O,-3.0%
N#Cc1ccc(C(c2nnnn2CCc2ccccc2)N2CCCCCC2)cc1 (stereo not given),13.6%
O=C1CC(N2CCN(C(c3ccccc3)c3ccccc3)CC2)C(=O)N1 (stereo not given),-1.2%
COc1ccc(Cl)cc1NC(=O)CCN1CCN(c2ccccc2C)CC1,14.8%
O=C(Nc1cccc(C(F)(F)F)c1)C1CCCN1S(=O)(=O)c1cccc2cccnc12 (stereo not given),-2.3%
CC(=O)Nc1ccccc1NC(=O)CN(C)S(=O)(=O)c1ccc(C)cc1,-3.1%
O=C(c1csnn1)N1CCC2(CCCN(c3ccccn3)C2)CC1,-1.3%
COC(=O)c1ccc2c(=O)n(CCCCCC(=O)N3CCN(c4ccc(F)cc4)CC3)c(=O)[nH]c2c1,-3.0%
COc1ccc(C2N(C(=O)c3ccccc3)CCN2C(=O)c2ccccc2)cc1,-1.3%
COC(=O)C1C2C=CC3(CN(c4cccc(C)c4)C(=O)C13)O2 (stereo not given),-3.5%
FC(Cl)(Cl)Cl,9.1%
CCCNC(=O)C(NS(=O)(=O)c1cccc2nsnc12)c1ccccc1 (stereo not given),2.0%
CCOc1cc(N2CCOCC2)c(OCC)cc1NS(=O)(=O)c1ccc(Cl)s1,9.4%
CC(C)=CC(=O)Nc1ccccc1C(N)=O,-8.3%
CCOC(=O)c1c(C)n(C)c2ccc(OCC(N)=O)cc12,11.2%
CCOc1cc(C2C(C#N)=C(N)Oc3n[nH]c(CC)c32)ccc1OCCN1CCOCC1 (stereo not given),1.1%
CC(C)OC(=O)c1ccc(NC(=O)C2C3CC4OC(=O)C2C4C3)cc1 (stereo not given),1.4%
CCn1c(SCC(=O)Nc2nccs2)nnc1-c1ccccc1,-2.4%
# Continuation.
SMILES,AmpC inh det
CCc1ccc(CNc2ccc3c(c2)ncn3C)cc1,-0.9%
CCOC(=O)C1CCCN(c2c(N3CCN(c4cccc(Cl)c4)CC3)c(=O)c2=O)C1 (stereo not given),8.8%
Cc1ccc(NC(=O)N2CCC(O)(c3ccc(Cl)cc3)CC2)cc1,-1.5%
O=C(O)[C@@H]1C[C@H]1[C@@H](NP(=O)(c1ccccc1)c1ccccc1)c1ccccc1,0.0%
CCOC(=O)c1cnc2c(Cl)c(Cl)ccc2c1N1CCN(C)CC1,12.1%
Cc1ccc(O)c(CC(C)C)n1,-2.5%
CCOC(=O)CSc1nc(CC)nc2ccccc12,-3.1%
N#CC1=C(N)SC(N)=C(C#N)C1CCc1ccccc1,-9.7%
Cc1cc2n(n1)SC(Nc1ccccc1)N2 (stereo not given),-1.1%
c1ccc2c(c1)Cn1c-2nc2ccccc21,15.4%
C=C(C)Cn1c(SCC(=O)O)nc2c1c(=O)[nH]c(=O)n2C,11.2%
CCCCCOC(=O)C1=C(C)Nc2nnnn2C1c1ccc(OC)c(OC)c1OC (stereo not given),-2.0%
C=CCNC(=O)C1CC(=O)N(c2ccc(Br)cc2)C1 (stereo not given),0.5%
Cc1ccnc(NC(=O)CCC2COc3ccccc3O2)c1 (stereo not given),-8.8%
COc1ccc(/C(CC2(O)C(=O)Nc3ccccc32)=N\O)cc1 (stereo not given),7.8%
O=C(O)c1ccccc1Nc1ccccc1,-1.5%
CCCn1c(SCC(=O)c2ccc3c(c2)OCCO3)nc2c1c(=O)n(C)c(=O)n2C,9.2%
CCOC(=O)N1CCN(c2nc(-c3ccco3)cc(C(F)(F)F)n2)CC1,3.9%
CN(C)S(=O)(=O)c1ccc(C(=O)Nc2ccccc2OC(F)(F)C(F)F)cc1,-1.4%
CCC(C)NC(=O)Cn1cccc1C(=O)c1ccccc1 (stereo not given),23.1%
O=C(NC1CCCCC1)c1ccc(Br)o1,5.3%
O=C1C2CCCN2C(c2cccnc2)N1c1ccc(Cl)cc1 (stereo not given),-3.4%
CN(C)Cc1ccccc1-c1nccc(N(C)Cc2ccco2)n1,5.0%
CCc1nc2ccccc2c(C(=O)OCC(=O)NCCCN2CCCC2=O)c1C,-2.3%
CCCC(=O)Nc1ccc(-c2nc3cc(C)c(C)cc3o2)cc1,-0.7%
CCN(CCCc1ccccc1)CCCc1ccccc1,-3.6%[12.8 µM]
CCNc1nc(N)nc(Oc2ccc(OCCOc3ccc(Cl)cc3Cl)nn2)n1,-2.0%
O=S(=O)(/N=C/c1ccccc1O)c1cccs1,-1.3%
COc1ccc(NC(=O)C2CCCN(c3c4c(nc5ncnn35)CCC4)C2)cc1OC (stereo not given),23.8%
COC(=O)CSc1nnc([C@H](Cc2ccccc2)NC(=O)OC(C)(C)C)o1,-2.5%
COc1ccc(S(=O)(=O)NCc2ccco2)cc1-c1nnc2c3ccccc3c(C)nn12,-3.4%
CCN(CC)CCN=Cc1c(O)n(C2CCCCCC2)c(=O)[nH]c1=O,9.6%
CCc1c(C#N)c(N)nc(SCC(=O)OCc2ccccc2)c1C#N,-2.2%
COc1ccc(S(=O)(=O)Nc2ccc3c(c2)OCCO3)cc1Cl,-3.4%
Cc1ccc(NC(=O)N(C2=NCC(C)S2)c2ccccc2)cc1 (stereo not given),0.9%
Cc1cc(C)n2nc(S(=O)(=O)NCCc3ccccc3)nc2n1,13.7%
O=C(CCS(=O)NCc1ccccc1)NCc1ccccc1 (stereo not given),0.2%
Cc1ccccc1NC(=O)CSc1nc(Nc2ccccc2)nc(N2CCOCC2)n1,-2.8%
Cc1ccc(-c2nc(CS(=O)(=O)CC(=O)NC3CCCCC3C)c(C)o2)cc1 (stereo not given),9.3%
CC(=O)OCCCCON1C(=O)c2ccccc2C1=O,-2.9%
Cn1c(=O)c2ncn(CC(=O)Nc3ccc4c5c(cccc35)CC4)c2n(C)c1=O,-3.0%
CC(=O)C1=C(O)C(=O)N(Cc2ccco2)C1c1ccc(F)cc1 (stereo not given),-1.6%
Cc1nc(SCC(=O)Nc2c(C)n(C)n(-c3ccccc3)c2=O)n[nH]1,0.9%
O=C(Nc1cnc2ccccc2c1)N1CCCCC1,2.1%
CCOc1ccc(-c2cc(CCCC(=O)NCCc3ccc(OC)c(OC)c3OC)no2)cc1,-4.7%
COC(=O)C1=C(CN2CCCc3ccccc32)NC(=O)NC1c1ccc(F)cc1 (stereo not given),-2.8%
Nc1cccc2cc(S(=O)(=O)Nc3ccc(C(=O)O)cc3)ccc12,-6.8%[5.75 µM]
O=C(O)C12CC3CC(C1)CC(n1cnc(Cl)n1)(C3)C2,-0.4%
OC(COc1ccc2c(c1)OCO2)CN1CCc2ccccc2C1 (stereo not given),2.6%
CCOC(=O)c1sc(=S)n(CC)c1N,-1.1%
CN(Cc1ccccc1)C(=O)c1ccccc1NC(=O)c1ccco1,-5.5%
CC(C)(Oc1ccc(Cl)cc1)C(=O)OCC(=O)N1CCCC1,1.1%
Cc1ccc(-c2nnn(CC(=O)N(Cc3cccs3)C(C(=O)NC(C)(C)C)c3ccco3)n2)o1 (stereo not given),-2.7%
Cc1cccc(NC(=O)CCNS(=O)(=O)c2cccc3nsnc23)c1,0.0%
O=C(c1ccccc1CCc1ccccc1)N1CCOCC1,0.1%
CN1/C(=C\C(=O)COC(=O)C2COc3ccccc3O2)C(C)(C)c2ccccc21 (stereo not given),-2.9%
Cc1cc(C)c(NC(=O)CCCOC(=O)C2=COCCO2)c(C)c1,-3.3%
COc1ccc([C@@H]2OC[C@]3(COC(C)=O)[C@H](C)C=C(C)[C@@H]2[C@H]3C)cc1,-0.4%
O=S(=O)(c1cccc(F)c1)N1CCN(Cc2ccc3c(c2)OCO3)CC1,-2.4%
CCSc1nc2ccccc2n1Cc1nc(N)nc(N(C)C)n1,-2.1%

# Arranged by length of the SMILES (smallest number first): part of the list above.
SMILES,AmpC inh det
CCOC(=O)c1sc(=S)n(CC)c1N,-1.1%
O=C(Nc1cnc2ccccc2c1)N1CCCCC1,2.1%
OC(COc1ccc2c(c1)OCO2)CN1CCc2ccccc2C1 (stereo not given),2.6%
CC(=O)C1=C(O)C(=O)N(Cc2ccco2)C1c1ccc(F)cc1 (stereo not given),-1.6%
O=S(=O)(c1cccc(F)c1)N1CCN(Cc2ccc3c(c2)OCO3)CC1,-2.4%
Cc1nc(SCC(=O)Nc2c(C)n(C)n(-c3ccccc3)c2=O)n[nH]1,0.9%
Cc1ccc(-c2nnn(CC(=O)N(Cc3cccs3)C(C(=O)NC(C)(C)C)c3ccco3)n2)o1 (stereo not given),-2.7%

# The listing continues:
SMILES,AmpC inh det
CCCC(=O)Nc1cc2c(cc1C(=O)c1ccccc1)OCCO2,-2.6%
CC(C)=O,6.2%
Cc1cc(C)n2nc[n+](C)c2n1,-4.2%
CCn1c(CCNC(=O)c2cccs2)nnc1SCC(=O)NC1CCCCC1,-2.0%
CCc1cc(C(=O)COc2ccccc2F)c(O)cc1O,-3.1%
CCC(CCC(=O)Nc1ccn(-c2ccccc2)n1)C(=O)O (stereo not given),-4.8%
Cc1cc(C(=O)NCCC2=CCCCC2)no1,-0.8%
Cc1cc(C)nc(SCc2nnc(SCC(=O)N3CCCc4ccccc43)n2C)n1,11.5%
COc1ccc2[nH]cc(CCNc3cc(-c4cccnc4)ncn3)c2c1,7.8%
CC1(C)CC(N2CCN(c3ccccc3)CC2)=CC(=[N+]2CCCC2)C1,-4.2%
CS(=O)(=O)Cc1nc2ccccc2oc1=O,-0.7%
Cc1nc(C)c2c(=O)cc(-c3ccccc3)[nH]c2n1,-5.5%
O=C(CSc1nnc(CNC(=O)c2c(F)cccc2Cl)o1)Nc1ccc2c(c1)OCCO2,-2.6%
CCOc1ccc(CNC(=O)CCn2c(=O)oc3ccccc32)cc1,-8.2%
CCNC(=O)[C@H]1O[C@H](n2cnc3c(N)nc(NCCc4ccc(CCC(=O)O)cc4)nc32)[C@@H](O)[C@@H]1O,-4.6%

# Fetched one by one from above:
SMILES,AmpC inh det
CCCC(=O)Nc1cc2c(cc1C(=O)c1ccccc1)OCCO2,-2.6%
Cn1ccnc1SCC(=O)Nc1ccc2c(c1)COC2=O,-3.0%
O=C(O)C12CC3CC(C1)CC(n1cnc(Cl)n1)(C3)C2,-0.4%
FC(Cl)(Cl)Cl,9.1%
